Lipid droplet: inhibitors of hepatocyte lipid droplet formation, primary screen, imaging, high-throughput imaging, BODIPY stain | AML12 mouse hepatocytes, oleate lipid droplets | AID 1656, 2009 | actives 0.4% (n = 240,000) | inhibition, % at 6.5 µM;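 active = lipid droplet intensity inhibited by at least 50%, with more than 500 cells counted; inconclusive = wells with under 300 cells, treated as cytotoxic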
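Assay system: AML12 mouse liver cells | Compound dosing: One dose, 6.5 µM compound | Read-out basis: Droplet intensity reduction, % inhibition | Measured by: Fluorescence imaging, 20x objective, two fields per well | Schedule: Overnight treatment with compound plus oleate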
T cell modulator: modulators of CD8 T cell-vesicle binding, primary screen, mouse 2C CD8+ T cells, flow cytometry | 2C CD8+ T cell-vesicle binding; active compounds read low | calls only at 7 µM | actives 0.068% (n = 330,000) | AID 2052, 2009;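 active = response, share of CD8 T cells binding vesicles, and their 90th percentile fluorescence all below set limits, cut at about 80% in these data, passing the limit was not always enough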
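Also added: QL9-peptide-loaded Drosophila micro-vesicles bearing Ld, ICAM-1 and B7-1; Test system: purified 2C TCR transgenic mouse naive CD8+ T cells; Measured by: cytometric PE anti-B7-1 and Alexa647 anti-CD8 signals after 1% paraformaldehyde fixation; Timing: binding step 1.5 h, 37 °C, antibody labelling 20 min, ice.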
Myeloid diff MLP: induction of myeloid progenitor differentiation, primary screen, cell-based, flow cytometry, MLPCN library. actives 1% (n = 360,000). calls only at 10 µM. ER-HoxA9 myeloid progenitors, lysozyme-GFP differentiation. AID 624256, 2012;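 active = normalized GFP-positive differentiation at or above the plate's own cutoff, the solvent-only control mean plus 3 SD; inconclusive = no clear call, values can overlap the other calls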;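 also: cells exposed to compound for four days before flow analysis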
Lipid droplet cells 6.5 µM: further read-out of Lipid droplet, marked with its call; cell count; measured here: cell count, cytotoxicity flag;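 cells counted across two imaged fields per well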
T cell modulator vesicle-bound %: further read-out of T cell modulator, marked with its call; double positive events, %; measured here: CD8+ vesicle-bound cell fraction;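 binding gate set so that unloaded-vesicle control wells show 10% double positive cells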
Myeloid diff MLP GFP+ MAC1+ %: also measured in Myeloid diff MLP; calls as there; GFP+ MAC1+ double positive, %; measured here: differentiation confirmed by MAC1 staining
Numbers without * were called inactive; i = inactive; ? = inconclusive; nt = no result given. A portion of the library (hit frequency here may not be typical).

SMILES	Lipid droplet	Lipid droplet cells 6.5 µM	T cell modulator	T cell modulator vesicle-bound %	Myeloid diff MLP	Myeloid diff MLP GFP+ MAC1+ %
CC(C)(C)NC(=O)NC(=O)COC(=O)C1c2ccccc2Oc2ccccc21	-17	816	i	36	?	nt
O=S(=O)(Nc1cccc(-n2cnnn2)c1)c1cc(Cl)ccc1Cl	6	767	i	7	i	0.4
COc1ccc(N2CCOCC2)c(NC(=O)COc2cccc(C)c2)c1	1	897	i	11	i	0.4
Cc1cccc(C(=O)OCc2cc(=O)oc3c(C)c(C)ccc23)c1O	-1	787	i	30	i	0.7
CC(C)(C)C1CCC(=O)N(CCC#N)CC1 (centres undefined)	-20	694	i	19	i	5.0
COc1ccc(NS(=O)(=O)c2csc(C(=O)N3CCCC3)c2)cc1	8	723	i	35	i	1.0
CCOc1ccccc1N1CCN(C(=O)c2cc3c(C)cc(C)cc3[nH]2)CC1	-20	727	i	46	i	0.2
Cc1cccc(NC(=S)N2CCC(NC(=O)c3ccco3)CC2)c1	-4	713	i	45	i	1.1
O=C(CN1C(=O)c2cccc3cccc1c23)NC1CCCC1	-1	836	i	18	i	0.6
CCc1cc(=O)oc2cc(C)cc(OCC(=O)NC3CCN(Cc4ccccc4)CC3)c12	-6	732	i	42	i	0.8
NC(=O)C1CCCN(C(=O)CCCNC(=O)c2ccc(Cl)cc2)C1 (centres undefined)	22	836	i	49	i	2.4
COc1ccccc1NC(=O)CN(c1ccccc1)S(=O)(=O)c1ccccc1	-10	766	i	48	i	1.3
Cc1cc(OCC(=O)N2CCC(C(=O)O)CC2)c2c(C)cc(=O)oc2c1	10	820	i	25	i	1.6
COc1cccc(NC(=O)c2cc3ccccc3o/c2=N\O)c1	10	787	i	63	i	0.5
O=C(O)c1cc(C(=O)O)cc(N2C(=O)CSC2=S)c1	3	731	i	19	i	2.7
CC1=C(C(=O)Nc2ccccc2C(=O)N2CCC(C)CC2)SCCO1	-9	684	i	49	i	0.9
CCCCN(CCCC)CCNC(=O)CN1C(=O)CSc2ccc(S(=O)(=O)N3CCCCC3)cc21	-2	755	i	14	i	1.2
N#Cc1ccccc1OCCn1cncn1	3	871	i	48	i	0.3
COC(=O)c1ccc(C(=O)N2CCCC(Nc3ccc(C(C)C)cc3)C2)cc1 (centres undefined)	-37	772	i	22	i	5.3
C=CCn1c(SCC(C)=O)nc2scc(-c3ccc(C)o3)c2c1=O	39	821	i	59	i	0.9
Cc1ccc2oc(C(=O)NCCC3CCCCO3)c(C)c2c1 (centres undefined)	3	649	i	42	i	0.9
NS(=O)(=O)c1ccc(CCNC(=O)COC(=O)C2CCC2)cc1	5	803	i	51	i	0.5
COc1cccc(NC(=O)C2CCCN(c3ncnc4c3nc3n4CCCCC3)C2)c1 (centres undefined)	-9	738	i	23	i	2.7
CC(=O)Nc1cccc(C(=O)N/N=C/c2c[nH]c3ccccc23)c1	-8	849	i	52	i	0.3
COc1ccc(C2=NN(C(=O)CCC(=O)O)C(c3ccc(OC)cc3)C2)cc1 (centres undefined)	4	815	i	54	i	0.9
COc1ccc(O)c(/C=N/N=C/c2cccc([N+](=O)[O-])c2)c1	1	816	i	37	i	0.3
O=C(c1ccccc1)c1ccc(N2CCN(C(=O)c3cccc(F)c3F)CC2)c(F)c1	13	785	i	55	i	0.7
COc1ccccc1N1CCN(C2CC(=O)N(c3cccc(Br)c3)C2=O)CC1 (centres undefined)	11	826	i	53	i	0.6
O=C(C1CC1)N1CCc2cc(S(=O)(=O)NCCCN3CCCCC3)ccc21	-10	698	i	50	i	2.0
CCN1CCN(C(=O)CS(=O)(=O)Cc2nc(-c3cccc(OC)c3)oc2C)CC1	4	781	i	3	i	2.4

4 entries out of the list, sorted by heavy-atom count, descending:
SMILES	Lipid droplet	Lipid droplet cells 6.5 µM	T cell modulator	T cell modulator vesicle-bound %	Myeloid diff MLP	Myeloid diff MLP GFP+ MAC1+ %
COC(=O)c1ccc(C(=O)N2CCCC(Nc3ccc(C(C)C)cc3)C2)cc1 (centres undefined)	-37	772	i	22	i	5.3
Cc1cccc(NC(=S)N2CCC(NC(=O)c3ccco3)CC2)c1	-4	713	i	45	i	1.1
NS(=O)(=O)c1ccc(CCNC(=O)COC(=O)C2CCC2)cc1	5	803	i	51	i	0.5
O=C(CN1C(=O)c2cccc3cccc1c23)NC1CCCC1	-1	836	i	18	i	0.6

Whole records as entered above:
Shown for `NS(=O)(=O)c1ccc(CCNC(=O)COC(=O)C2CCC2)cc1` : Lipid droplet = 5; Lipid droplet cells 6.5 µM = 803; T cell modulator = i; T cell modulator vesicle-bound % = 51; Myeloid diff MLP = i; Myeloid diff MLP GFP+ MAC1+ % = 0.5
Shown for `COC(=O)c1ccc(C(=O)N2CCCC(Nc3ccc(C(C)C)cc3)C2)cc1` (centres undefined) : Lipid droplet = -37; Lipid droplet cells 6.5 µM = 772; T cell modulator = i; T cell modulator vesicle-bound % = 22; Myeloid diff MLP = i; Myeloid diff MLP GFP+ MAC1+ % = 5.3

New compounds follow.
SMILES	Lipid droplet	Lipid droplet cells 6.5 µM	T cell modulator	T cell modulator vesicle-bound %	Myeloid diff MLP	Myeloid diff MLP GFP+ MAC1+ %
O=c1ccc2cc(S(=O)(=O)N3CCN(c4ccc(Cl)cc4)CC3)ccc2o1	6	793	i	42	i	0.6
CC(C)Oc1ccc(CN2CCC(n3nccc3NC(=O)C3CC3)CC2)cc1	-14	643	i	59	i	1.0
CCC1(CC)NC(=O)N(CC(=O)N2CCN(S(=O)(=O)c3cccc(F)c3)CC2)C1=O	12	880	i	53	i	0.5
CCNc1nc(NCC)nc(NS(=O)(=O)c2ccc(N)cc2)n1	4	759	i	59	i	1.4
COc1cc2c(cc1OC)CN(C(=O)COc1ccccc1[N+](=O)[O-])CC2	32	766	i	42	i	0.8
CC(C)c1ccc(S(=O)(=O)N2CCC(C(=O)NCC3(N(C)C)CCCCC3)CC2)cc1	-5	631	i	22	i	1.0
COc1ccc(CC(=O)NCc2ccccc2)cc1OC	-2	832	i	58	i	0.6
O=C(O)CCCn1c(=O)c2cccn2c2ccc(F)cc21	-2	815	i	40	i	0.9
CC1(C)C(=O)Nc2ccccc2N1C(=O)COC(=O)COc1ccc(C#N)cc1	25	811	i	25	i	0.9
COc1ccc(OC)c(NC(=O)c2cc(-c3cc(C)ccc3O)n[nH]2)c1	-2	829	i	11	i	0.6
CC(C)c1ccc(N(CC(=O)NCC2CCCO2)C(=O)CCC(=O)Nc2nccs2)cc1 (centres undefined)	8	791	i	17	i	0.6
C=CCn1c(=O)c(C(=O)NCc2ccccc2Cl)c(O)c2ccccc21	4	809	i	21	i	0.3
COc1cc(/C=C2\C(=N)N3N=C(C(C)C)SC3=NC2=O)ccc1OCCOc1ccc(NC(C)=O)cc1	-5	770	i	25	i	0.3
CCCn1ncc2c(Nc3ccc(C)c(C)c3)ncnc21	-11	749	i	25	i	1.3
CNc1cc(C)c(C#N)c2nc3ccccc3n12	0	849	i	64	i	0.6
COc1ccc(NC(=O)c2ccc(NC(=O)C3CC3)cc2)cc1	1	835	i	20	i	0.1
Cn1c(=O)oc2cc(S(=O)(=O)NCCC(=O)N3CCN(c4ccccc4F)CC3)ccc21	0	769	i	2	i	0.6
CCOC(CCNC(=O)c1cc2c(=O)[nH]c3ccccc3c2s1)OCC	19	863	i	46	i	0.4
CCOC(=O)C(Cc1ccccc1)NC(=O)CCc1nnc2ccc(N3CCCC3)nn12 (centres undefined)	-12	679	i	39	i	4.7
CC(C)c1ccc(/C=C(\NC(=O)c2ccccc2)C(=O)NCCN2CCOCC2)cc1	-6	719	i	41	i	1.3
O=C(Nc1ccc2[nH]ncc2c1)c1ccccc1	16	816	i	33	i	0.7
COc1ccc(COc2ccc3ccc(=O)oc3c2)cc1	26	843	i	7	i	0.9
CCOC(=O)CCN(Cc1ccccc1)S(=O)(=O)c1csc(C(N)=O)c1	-12	674	i	33	i	0.9
CC(C)c1ccccc1OS(N)(=O)=O	-4	744	i	14	i	0.9
COc1cc2nc(-c3ccccc3C)oc(=O)c2cc1OC	-2	872	i	58	i	0.7
O=C(Cc1ccc(F)cc1)Nc1nc(-c2ccc(F)cc2)cs1	29	834	i	26	i	1.3
Cc1cccc(NC(=O)[C@H](Cc2ccccc2)NC(=O)[C@@H]2Cc3ccccc3CN2)c1	1	672	i	19	i	1.7
CC(C)C[C@@H](CO)N1CCN(Cc2ccc(Br)cc2)CCC1=O	17	851	i	22	i	2.5
O=S(=O)(Nc1cccc2ccccc12)c1ccccc1F	-7	780	i	14	i	0.3
CN(c1ccccc1)c1nc(N)c([N+](=O)[O-])c(NC2CCCCC2)n1	7	858	i	38	i	0.3

Looked up above:
CCOC(CCNC(=O)c1cc2c(=O)[nH]c3ccccc3c2s1)OCC in Lipid droplet has 19
CCOC(=O)C(Cc1ccccc1)NC(=O)CCc1nnc2ccc(N3CCCC3)nn12 (centres undefined) in Lipid droplet cells 6.5 µM has 679
O=C(Nc1ccc2[nH]ncc2c1)c1ccccc1 in T cell modulator vesicle-bound % has 33

(cont.)
SMILES	Lipid droplet	Lipid droplet cells 6.5 µM	T cell modulator	T cell modulator vesicle-bound %	Myeloid diff MLP	Myeloid diff MLP GFP+ MAC1+ %
CC(C)c1nnc(NC(=O)CS(=O)(=O)c2ccccc2)s1	0	789	i	7	i	1.4
O=C(NCc1ccccn1)Nc1ccccc1F	-1	786	i	31	i	1.9
FC(F)(F)c1ccc(Cl)c(NC2=NCCCCC2)c1	-4	859	i	36	i	0.4
CCN(c1ccccc1)S(=O)(=O)c1cccc(C(=O)Nc2ccc(C)cn2)c1	3	845	i	43	i	1.0
CCc1ccc(S(=O)(=O)NCc2csc(C)n2)cc1	-18	811	i	29	i	0.4
CC(Oc1ccc2c3c(c(=O)oc2c1)CCC3)C(=O)NCc1cccnc1 (centres undefined)	10	666	i	9	i	3.1
COc1ccc(CN2CCN(C(=O)CCC(=O)Nc3nnc(C(F)(F)F)s3)CC2)cc1F	2	803	i	2	i	2.1
CC(=O)Nc1cccc(NC(=O)c2cc(-c3ccccn3)nc3ccc(Cl)cc23)c1	8	872	i	24	i	2.4
CCC(C(=O)N1CCCC1)n1nc(C)c2c(C)n(-c3ccccc3)nc2c1=O (centres undefined)	14	766	i	2	i	2.5
Cc1cc(Nc2ccc(Cl)cc2)n2ncnc2n1	24	835	i	59	i	0.9
Cn1c(=O)c2sccc2n2c(CCCC(=O)NCCc3ccccc3)nnc12	6	692	i	46	i	1.0
O=C(Cc1c(F)cccc1Cl)N/N=C/c1cccs1	18	856	i	20	i	0.9
COc1ccccc1CNC(=O)C1CCN(S(=O)(=O)c2ccc3nc4c(c(C(=O)O)c3c2)CCCC4)CC1	-3	719	i	50	i	1.2
COc1ccc(N(CC(=O)NCc2ccc(Cl)cc2)S(=O)(=O)c2c(C)noc2C)cc1	12	733	i	8	i	1.1
O=C(O)CN1C(=O)c2ccc(Oc3ccc([N+](=O)[O-])cc3)cc2C1=O	-6	772	i	66	i	0.2
COc1cc(CCC(=O)OCC(=O)Nc2ccc(F)c(F)c2F)cc(OC)c1OC	-12	758	i	26	i	0.4
CCC(=O)N1CCN(c2ccccc2NC(=O)COc2cccc(C)c2C)CC1	-15	823	i	8	i	0.0
CCOC(=O)N1CCN(C(=O)c2cn(C)c3ccc(S(=O)(=O)N(CC)CC)cc3c2=O)CC1	0	819	i	49	i	0.8
Cc1ccc(S(=O)(=O)N[C@@H](CC(C)C)C(=O)N2CCC(C(=O)N[C@@H](Cc3ccccc3)C(=O)O)CC2)cc1	-6	844	i	28	i	2.6
CC(C)[C@H](NC(=O)[C@H]1N2C(=O)c3ccccc3C2SC1(C)C)C(=O)NCc1ccco1 (some centres undefined)	-9	685	i	6	i	5.0
O=C(COc1ccccc1)NC(=S)Nc1cccc2cc(O)ccc12	5	726	i	21	i	0.3
Clc1nnc(Cl)c2c1ncn2Cc1ccccc1	-10	804	i	60	i	0.2
O=C(COc1cc2oc(=O)c3c(c2cc1Cl)CCC3)NCCN1CCOCC1	2	700	i	38	i	0.0
CCOc1ccc(NS(=O)(=O)c2coc(C(N)=O)c2)cc1	-9	806	i	45	i	2.1
CC#CC(=O)N1CCC(Oc2cccc(C(=O)NCc3ccccn3)c2)CC1	-7	807	i	70	i	0.5
Cc1ccc(C)c(N2CCN(S(=O)(=O)c3csc(C(N)=O)c3)CC2)c1	-8	672	i	13	i	0.3
Cc1cc(Br)ccc1NC(=O)c1sc2ncnc(N3CCN(c4ccccn4)CC3)c2c1C	-61	686	i	4	?	nt
O=C(CCC(F)(F)F)N1CCC(CO)(CCc2ccccc2)CC1	-4	803	i	38	i	0.5
CCOC(=O)Cn1cnc2scc(-c3ccc(C)c(C)c3)c2c1=O	13	840	i	43	i	0.6
Cc1nn(C)c(C)c1C(C)NC(=O)c1cc(COc2ccc(F)c(F)c2)on1 (centres undefined)	16	725	i	59	i	5.8

Screening data: PubChem BioAssay, several laboratories
